Compound activity from PubChem BioAssay.
CHT allo act: CHT positive allosteric modulators, primary screen, cell-based, membrane potential dye, choline EC20 | CHT-expressing cells; active compounds read high; LV-AA mutant CHT in HEK293 cells | High affinity choline transporter 1 (Homo sapiens), Q9GZV3 | B-score at 10 µM | 310,000 tested, 0.49% active;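 active = initial fluorescence not abnormally high and integrated response B-score, plate-corrected, over 3 SD above library mean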
Target sequence (Q9GZV3 whole entry, looked up): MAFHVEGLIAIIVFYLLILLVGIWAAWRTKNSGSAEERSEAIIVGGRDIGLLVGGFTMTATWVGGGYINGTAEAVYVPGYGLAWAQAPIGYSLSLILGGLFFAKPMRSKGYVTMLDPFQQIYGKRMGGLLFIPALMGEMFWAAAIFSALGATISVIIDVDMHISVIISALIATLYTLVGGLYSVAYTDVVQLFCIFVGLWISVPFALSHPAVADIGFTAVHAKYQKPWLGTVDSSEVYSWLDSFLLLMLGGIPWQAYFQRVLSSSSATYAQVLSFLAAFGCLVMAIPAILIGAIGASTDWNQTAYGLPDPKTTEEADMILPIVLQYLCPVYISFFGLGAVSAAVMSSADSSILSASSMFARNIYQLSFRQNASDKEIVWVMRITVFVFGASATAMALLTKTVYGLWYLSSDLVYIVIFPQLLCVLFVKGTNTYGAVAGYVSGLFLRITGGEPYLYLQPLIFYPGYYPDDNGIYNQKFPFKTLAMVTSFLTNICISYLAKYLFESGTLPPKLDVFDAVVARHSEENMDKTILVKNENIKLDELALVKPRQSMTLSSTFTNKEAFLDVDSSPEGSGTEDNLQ
OX1R antagonist: OX1R (HCRTR1) antagonists, primary screen, fluorescence, CHO/OX1R cells, Fluo-8 calcium, orexin A | inhibition, % at 5 µM | Orexin/Hypocretin receptor type 1 (Homo sapiens), O43613 | AID 434989, 2010 | 330,000 tested, 0.43% active | Fluo-8 calcium fluorescence;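 active = inhibition above its plate's threshold, mean inhibition of all tested compounds on the plate plus 3 SD, cut at about 37% in these data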;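 note: 0% = orexin A challenge wells and 100% = SB-334867-A antagonist wells; not every result past the cut was called active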
Target sequence (O43613 whole entry, looked up): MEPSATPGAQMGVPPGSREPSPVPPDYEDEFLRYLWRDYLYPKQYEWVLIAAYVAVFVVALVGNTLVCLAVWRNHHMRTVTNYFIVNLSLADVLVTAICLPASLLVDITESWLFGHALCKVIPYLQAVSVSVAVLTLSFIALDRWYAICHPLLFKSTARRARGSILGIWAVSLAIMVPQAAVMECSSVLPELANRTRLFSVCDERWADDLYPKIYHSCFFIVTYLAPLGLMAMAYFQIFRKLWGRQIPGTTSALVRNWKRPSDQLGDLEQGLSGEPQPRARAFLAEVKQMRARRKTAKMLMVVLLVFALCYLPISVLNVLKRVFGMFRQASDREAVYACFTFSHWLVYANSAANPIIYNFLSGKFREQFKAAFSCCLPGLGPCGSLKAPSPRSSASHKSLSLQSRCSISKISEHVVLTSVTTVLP
Numbers without * were called inactive; i = inactive; / = no result given.

SMILES	CHT allo act	OX1R antagonist
Fc1ccc(NC(=S)Nc2ccccc2Cl)cc1	i	3
O=C(c1cc(COc2ccc(F)cc2Cl)on1)N1CCN(C2CCCCC2)C(=O)C1	i	-7
Cc1ccccc1-n1nnnc1SCC(=O)NCC1(N2CCOCC2)CCCCC1	/	-11
CC1(C)NC(=O)N(CCCCOc2cccc(C(F)(F)F)c2)C1=O	i	-17
COc1ccc(CC(=O)NCC2CCCN(Cc3ccc(OC(F)(F)F)cc3)C2)cc1 (configuration not stated)	i	-38
Cc1ccccc1NC(=O)CC1C(=O)NCCN1C(=O)c1cccc(Cl)c1 (configuration not stated)	i	4
CC1CCN(CCOc2ccccc2-c2ccccc2)CC1	i	-27
COc1ccc(OC)c(CCNC(=O)c2ccc3c(=O)[nH]c4c(C(=O)NC(C)C)sc(=S)n4c3c2)c1	i	-7
O=C(Cc1ccccc1)Nc1ccc(CN2CCOCC2)cc1	i	-1
CC1CN(CC(=O)NCc2ccc(F)cc2)CC(C)O1 (configuration not stated)	i	-5
O=C(CSc1ccccc1)Nc1ccccc1N1CCOCC1	i	-18
N/C(CSc1ccccn1)=N\OCc1c(Cl)cccc1Cl	i	-17
COC(=O)c1sc2ccccc2c1-n1cccc1C(=O)C(=O)Nc1ccc(Cl)cc1	i	0
CCOC(=O)C(=O)Nc1ccc(Oc2ccccc2)cc1	i	21
O=C(/C=C/c1cccs1)Nc1nccs1	i	-30
CN(C)C(CNC(=O)c1ccc2nc[nH]c2c1)c1ccccc1 (configuration not stated)	i	4
Cc1ccc(S(=O)(=O)N(C)Cc2ccc(C(=O)N/N=C3\CC(=O)CC(C)(C)C3)cc2)cc1	i	-24
C=CCNC(=S)N1CCC(C(=O)c2ccc(Cl)cc2)CC1	i	-9
COc1cc(C(=O)NCCNc2nc3ccc(C)cc3cc2C#N)cc(OC)c1OC	i	-28
CN(C)c1ccc(/C=N/NC(=O)CN(c2ccccc2Cl)S(C)(=O)=O)cc1Br	i	-7
CCOC(=O)C1CCN(C(=O)Cc2c(C(=O)O)n(CC)c3ccccc23)CC1	i	-4
COc1ccc2[nH]c(C(=O)N(Cc3ccccn3)Cc3ccccn3)cc2c1	i	-21
COc1cccc(/C=C/C(=O)Nc2ccccc2N2CCOCC2)c1	i	-34
CC(=O)N1CCN(S(=O)(=O)c2cccc(C(=O)OCC(=O)N(CCC#N)c3ccc(F)cc3)c2)CC1	/	-9
Cc1c(NC(=O)c2cc3c(s2)-c2ccccc2OC3)cccc1[N+](=O)[O-]	i	-14
COC(=O)c1sc(NC(=S)NC(=O)c2ccc(F)cc2)nc1C	i	-2
CCN(CC)S(=O)(=O)c1ccc(Cl)c(NC(=O)c2cc(Cl)ccc2Cl)c1	i	-23
Cc1ccc(C(c2nnnn2CS(=O)(=O)c2ccc(C)cc2)N2CCN(c3ncccn3)CC2)cc1 (configuration not stated)	i	-11
COc1ccc(C(=O)N2CCN(c3ccc(C)cc3C)CC2)cc1OC	i	-2
c1ccc(CC2CCN(C(c3cccs3)c3nnnn3C3CCCC3)CC2)cc1 (configuration not stated)	i	-10

The list goes on.
SMILES	CHT allo act	OX1R antagonist
CCC1CCCCN1CC(O)COCc1cccc(OC)c1 (configuration not stated)	i	-32
Cc1cccc(C(=O)NC(=S)NNC(=O)COc2c(C)cccc2C)c1	i	-15
COc1ccc(-c2cc(=O)n(-c3ccc([N+](=O)[O-])cc3)[nH]2)cc1	i	19
Cc1cnc(C(=O)OCC(=O)Nc2cccc3ccccc23)cn1	/	-4
CN(C)/C=C/C(=C\C(=O)C(F)(F)F)Nc1ccc(C(F)(F)F)cc1	i	-7
COc1ccc(NC(C)=O)cc1NC(=O)CSc1nnc(-c2ccncc2)n1C	i	-3
COc1ccc(Br)c(C(=O)OCC(=O)NC(=O)NC2CCCC2)c1	/	-23
CNC(=O)c1[nH]cnc1C(=O)Nc1ccccc1OC	i	-11
c1ccc(CN2CCN(CCOCCOc3ccc4c(c3)CCC4)CC2)cc1	i	-10
Nc1ccc(-c2c3ccccc3nc3ccccc23)cc1	i	/
COc1ccc(/C=N/NC(=O)CCc2n[nH]c(=O)[nH]c2=O)cc1OC	i	22
O=c1cc(O)c2c(=O)n(C3CCCCC3)c3ccccc3c2o1	i	-33
Cc1ccc(C)c(NC(=O)C2CCCN2/C=C/C(=O)C(F)(F)F)c1 (configuration not stated)	i	-5
O=C(Nc1ccc2c(c1)OCCO2)C(c1ccc(F)cc1)N1CCCCC1 (configuration not stated)	i	-34
Cc1ccc(/C=N/NC(=O)c2ccc(-n3cccc3)cc2)o1	i	/
CCOC(=O)c1sc(=S)n(-c2ccccc2)c1N(C(C)=O)C(C)=O	i	-8
COc1ccc(-n2nc(C(=O)NCC(=O)Nc3cc(OC)c(OC)c(OC)c3)c3ccccc3c2=O)cc1	i	-25
O=C(NC1CCCCC1)c1ccc2[nH]c(=O)c(=O)[nH]c2c1	i	-9
S=C(Nc1ccccc1)N1CCC(Cc2ccccc2)CC1	i	-25
Cc1ccccc1NC(=O)CCc1nnc2ccc(N3CCC4(CC3)OCCO4)nn12	i	-1
CCOc1ccccc1CNC(=O)Cn1ccc2cc(S(=O)(=O)N3CCCCCC3)ccc21	i	-22
CCSc1nnc(NC(=O)C2CCN(C(=O)c3ccc(F)cc3)CC2)s1	/	6
COC(CNC(=O)c1ccc2c(c1)ncn2-c1ccc(F)cc1F)OC	i	4
C(=C\c1ccccc1)/C=N/N1CCN(c2ccccn2)CC1	i	-27
O=C(Nc1cccnc1)c1ccc([N+](=O)[O-])s1	/	-5
C/C=C/c1ccc(OCC(=O)Nc2ccc(OC)c(OC)c2)c(OC)c1	i	-8
CSc1ccc(/C=C/C(=O)OCC(=O)NCC2CCCO2)cc1 (configuration not stated)	/	-11
COc1ccccc1NC(=O)C(C)NC(c1ccccc1)c1ccccc1 (configuration not stated)	i	-10
O=C(CSc1nnc(SCc2cccc3ccccc23)s1)Nc1ccc(C(=O)O)cc1	i	0
Cc1ccc(C(=O)C(C)OC(=O)CN2C(=O)NC3(CCCC3)C2=O)cc1 (configuration not stated)	i	-22

3 compounds drawn at random from the list so far:
SMILES	CHT allo act	OX1R antagonist
c1ccc(CN2CCN(CCOCCOc3ccc4c(c3)CCC4)CC2)cc1	i	-10
CCOc1ccccc1CNC(=O)Cn1ccc2cc(S(=O)(=O)N3CCCCCC3)ccc21	i	-22
O=C(Nc1ccc2c(c1)OCCO2)C(c1ccc(F)cc1)N1CCCCC1 (configuration not stated)	i	-34

Compound profiles, from the list above. Values in the order: CHT allo act, OX1R antagonist
COc1ccc(OC)c(CCNC(=O)c2ccc3c(=O)[nH]c4c(C(=O)NC(C)C)sc(=S)n4c3c2)c1 in the list: i, -7
Cc1ccc(C)c(NC(=O)C2CCCN2/C=C/C(=O)C(F)(F)F)c1 (configuration not stated) in the list: i, -5
COc1ccc(/C=N/NC(=O)CCc2n[nH]c(=O)[nH]c2=O)cc1OC in the list: i, 22
C=CCNC(=S)N1CCC(C(=O)c2ccc(Cl)cc2)CC1 in the list: i, -9
O=C(CSc1ccccc1)Nc1ccccc1N1CCOCC1 in the list: i, -18

(next part)
SMILES	CHT allo act	OX1R antagonist
CCOC(=O)C1=C(C)N(CCCC(=O)O)C(=O)NC1c1ccc(Br)cc1 (configuration not stated)	i	-4
COC(=O)/C(C#N)=C/c1c(N2CCN(c3ccc(OC)cc3)CC2)nc2c(C)cccn2c1=O	i	-31
O=C(CSc1ccc(-c2cccnc2)nn1)Nc1ccccc1C(F)(F)F	i	-19
Cc1ccccc1N1C(=O)C(Cc2ccc(F)cc2)S/C1=C(\C#N)C(N)=O (configuration not stated)	i	-19
COc1ccc(NC(=O)CCS(=O)(=O)c2ccc3c(c2)oc(=O)n3C)cc1OC	i	-4
Cc1ccc(C(C)C)c(OCCOCCN2CCNCC2)c1	i	-13
COc1cccc(Oc2nc(-c3ccccc3O)nc3ccccc23)c1	i	-6
COc1cc(C(=O)NCc2cn3ccccc3n2)cc(OC)c1OC	i	5
O=C1CCC([N+](=O)[O-])C(c2ccccc2Cl)N1 (configuration not stated)	i	5
COC(=O)c1ccc(COC(=O)c2ccc(SC)cc2OC)cc1	i	-31
Cc1ccc(N=Cc2c(O)c3ccccc3oc2=O)cc1F	i	-11
CC(=O)N(CCCCl)C(C#N)c1ccccc1 (configuration not stated)	i	-9
Cc1cc(N=Cc2cc(Br)ccc2O)no1	i	-4
CCOc1ccc(CSc2nc(C)cc(COC)c2C#N)cc1OCC	i	-23
COc1ccccc1-c1n[nH]c(=S)n1Cc1ccco1	i	-6
Cc1ccc(C(=O)c2ccccc2C(=O)OCC(=O)N2C(C)CCCC2C)cc1 (configuration not stated)	/	-15
CN(C)c1ccc(/C=C(\NC(=O)c2ccccc2)C(=O)NCc2ccncc2)cc1	i	-10
CCN=C1S/C(=C\c2cc(OCC)c(O)cc2Br)C(=O)N1CC	i	-15
COC(=O)C(O)(NC(=O)c1ccncc1)C(F)(F)F (configuration not stated)	i	-8
C=CCOc1ccccc1CNc1cccc(F)c1	i	4
COc1ccc(CNC(=O)CCCc2ccccc2)cc1	i	-16
O=C(Nc1ccc(Br)cn1)c1coc(=O)c(Br)c1	i	-13
Cc1cccc(CC(=O)N2CCN=C2SCc2ccc([N+](=O)[O-])cc2)c1	i	-11
CCC(=O)Nc1nc(OC)cc(OC)n1	i	0
CCn1c2ccccc2c2nnc(SCC(=O)OCN3C(=O)c4ccccc4C3=O)nc21	i	-3
Cc1ccccc1NC(=O)c1ccc2c(c1)C(=O)N(CCC(C)C)C2=O	i	-18
CCCCNc1c(-c2ccc(SC3CCCCC3)c(OC)c2)nc2ccc(Cl)cn12	i	-51
CCOc1ccccc1NC(=O)C(OC(=O)c1ccccc1O)c1ccccc1 (configuration not stated)	i	-17
FC(F)(F)c1cccnc1-n1cncn1	i	-7
Cc1ccc(S(=O)(=O)N2CCCCC2)cc1NC(=O)C1CC(=O)N(c2ccc3c(c2)OCCO3)C1 (configuration not stated)	i	-26

(listing goes on)
SMILES	CHT allo act	OX1R antagonist
CCCC(=O)Nc1ccc(-c2cn3cccnc3n2)cc1	i	-5
O=C(O)C1CC=CCC1C(=O)Nc1cccc(C(=O)N2CCCCC2)c1 (configuration not stated)	i	-17
C[C@]12C=CC(=O)C=C1CC[C@@H]1[C@@H]2C(=O)C[C@@]2(C)[C@H]1CC[C@]2(O)C(=O)COC(=O)CCC(=O)O	i	-17
COc1ccc(CCNS(=O)(=O)c2c(C)nc3scc(C)n3c2=O)cc1OC	i	-5
CCN(CC)S(=O)(=O)c1ccc(C)c(NC(=O)CSc2nc3ccc(C)cc3[nH]2)c1	i	-13
O=C(NCc1ccc(Cl)cc1)c1cc2c(nc3sccn32)s1	i	-26
O=C(NC(=S)Nc1ccc(F)c(Cl)c1)C1CC1	i	2
COc1ccc(-c2cc(C(=O)OCC(=O)c3c(N)n(C)c(=O)n(C)c3=O)c3ccccc3n2)cc1	i	0
O=C(NCCS(=O)(=O)N1CCN(Cc2ccccc2)CC1)c1ccccc1	i	-20
COC(=O)[C@@H]1CC[C@H](C)[C@@H](c2ccc(C)cc2)N1C(=O)c1ccc(/C=N/O[C@@H](C)CN2CCCCc3nc(C)c(C)cc32)cc1	i	-34
CCOc1ccc(N(CC(=O)NC(C)(C)C)S(=O)(=O)c2c(C)noc2C)cc1	i	-31
O=C(NNC(=O)c1cc(-c2ccc(Cl)cc2)nc2ccccc12)c1csc(N2CCOCC2)n1	i	-10
CCC(C)NS(=O)(=O)c1ccc(S(=O)(=O)N2CC=C(c3ccc(F)cc3)CC2)cc1 (configuration not stated)	i	18
CCC(=O)N1CCc2cc(S(=O)(=O)Nc3ccc4c(c3)OCCO4)ccc21	i	8
Cc1cc(C)c(S(=O)(=O)N(C2=NCCS2)S(=O)(=O)c2c(C)cc(C)cc2C)c(C)c1	i	-3
COc1cccc(NC(=O)CN(C)C(=O)CCCc2nc3ccccc3c(=O)[nH]2)c1	/	-19
Cc1ccc(S(=O)(=O)N(CC(=O)NCC2CCCO2)Cc2ccc(F)cc2)cc1 (configuration not stated)	i	0
O=C(N1CCOCC1)C12CC3CC(C1)CC(n1cnc(Cl)n1)(C3)C2	i	-2
Cc1onc(-c2c(Cl)cccc2Cl)c1C(N)=O	i	3
S=C(NCCc1ccccc1)N1CCN(C(c2ccccc2)c2ccccc2)CC1	i	-17
CCOC(=O)c1ccc(CC(=O)c2ccc(O)cc2O)o1	i	10
Cc1ccc(NC(=O)c2ccc([N+](=O)[O-])o2)c(C)c1	i	-11
CN1CCN(C2=C(Cl)C(=O)C(c3cnc(N4CCCCC4)s3)=C(Cl)C2=O)CC1	i	15
C[C@H](NC(=O)C1CC(=O)N(c2ccc3c(c2)OCCO3)C1)C(=O)NCc1ccco1 (some centres not stated)	i	4
O=C1CN(S(=O)(=O)c2ccc(Cl)cc2C(F)(F)F)CCN1	i	-7
Cc1ccc(CN(CC(=O)NC2CCCC2)C(=O)c2csnn2)cc1	i	-32
O=C(C1CCN(Cc2ccc(Cl)cc2)CC1)N1CCN(Cc2ccc3c(c2)OCO3)CC1	i	-6
Nc1c(C(=O)CSc2nnnn2-c2ccccc2)c(=O)[nH]c(=O)n1C1CC1	/	9
